L3MBTL1 block: inhibitors of human L3MBTL1 | AID 485360 | AlphaScreen L3MBTL1–H3K9me1 peptide binding | Potency, µM (series often up to 57.1 µM), for the others: top-dose activity, negative = inhibition, usual class: inhibitors | 230,000 tested, 0.66% active; further: on the % scale 0 is the no-effect control and ±100 the full control effect; nearly all actives have a fitted effect of over 60% in size
Target sequence (Q9Y468 whole entry, looked up): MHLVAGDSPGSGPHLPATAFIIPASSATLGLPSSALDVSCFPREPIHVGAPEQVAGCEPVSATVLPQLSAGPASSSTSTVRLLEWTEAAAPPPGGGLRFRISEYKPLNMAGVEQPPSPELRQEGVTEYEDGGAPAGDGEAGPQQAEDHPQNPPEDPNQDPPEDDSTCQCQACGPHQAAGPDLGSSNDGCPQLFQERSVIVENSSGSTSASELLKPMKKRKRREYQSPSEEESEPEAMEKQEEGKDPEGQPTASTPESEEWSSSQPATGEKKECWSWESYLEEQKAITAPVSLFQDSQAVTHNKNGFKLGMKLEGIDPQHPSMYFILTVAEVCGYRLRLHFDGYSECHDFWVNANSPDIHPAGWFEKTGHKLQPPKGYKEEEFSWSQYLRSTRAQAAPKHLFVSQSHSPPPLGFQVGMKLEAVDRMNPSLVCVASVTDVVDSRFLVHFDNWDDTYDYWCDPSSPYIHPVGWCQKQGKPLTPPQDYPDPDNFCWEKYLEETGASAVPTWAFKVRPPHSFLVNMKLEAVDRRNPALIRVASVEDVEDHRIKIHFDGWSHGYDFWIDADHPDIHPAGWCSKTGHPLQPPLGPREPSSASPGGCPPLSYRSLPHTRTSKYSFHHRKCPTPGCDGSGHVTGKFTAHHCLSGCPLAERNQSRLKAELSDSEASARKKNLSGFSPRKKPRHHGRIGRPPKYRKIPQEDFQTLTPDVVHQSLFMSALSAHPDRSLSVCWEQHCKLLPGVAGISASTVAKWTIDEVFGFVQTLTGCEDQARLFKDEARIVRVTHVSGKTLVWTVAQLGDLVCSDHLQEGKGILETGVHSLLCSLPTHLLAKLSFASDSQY
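Displacement of a biotinylated histone H3(1-15) peptide monomethylated at Lys9 (75 nM) from L3MBTL1 (50 nM) was measured by AlphaScreen after a 30 min room-temperature compound incubation; cefsulodin titration served as intraplate control.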
Tau ThT inhib: tau fibrillization inhibition (ThT binding); Potency, µM (doses to about 57.4 µM), for the others: at the highest dose activity, negative = inhibition, usual class: inhibitors; 270,000 tested, 2.1% active; recombinant tau K18 P301L, heparin-induced fibrillization, ThT fluorescence; further: on the % scale 0 is the no-effect control and ±100 the full control effect; nearly all actives have a fitted effect of over 55% in size
Target sequence (P10636 561-689 P618L limits assumed): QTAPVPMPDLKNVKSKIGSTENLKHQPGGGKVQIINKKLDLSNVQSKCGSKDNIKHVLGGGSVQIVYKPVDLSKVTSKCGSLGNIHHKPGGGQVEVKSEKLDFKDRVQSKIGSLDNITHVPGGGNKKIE
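K18 P301L tau (15 uM + 0.24 uM Alexa 594-tagged), heparin 20 uM, NaOAc pH 7, 6 h 37 C; ThT 30 uM, 1 h RT, ex 450/em 510 nm.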
Tau fluor counter: counter-screen for tau fibril formation inhibitors | 280,000 tested, 0.93% active | tau K18 P301L Alexa594 fluorescence, heparin fibrillization | Potency, µM (series often up to 57.7 µM), without a hit: top-dose activity change, negative = decrease; further: on the % scale 0 is the no-effect control and ±100 the full control effect; nearly all actives have a fitted effect of over 55% in size
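Human tau K18 P301L (15 uM unlabeled, 0.24 uM Alexa 594-labeled) in 100 mM sodium acetate pH 7 with 20 uM heparin, 6 hr at 37 C. ThT 30 uM added, 1 hr ambient; Alexa 594 FP and total fluorescence read at 555/632 nm.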
TRb-SRC2 inh: disrupts binding of human TR beta to SRC2; 280,000 tested, 0.065% active; Potency, µM (doses to about 106 µM), inactives show at the highest dose activity change, negative = inhibition, usual class: inhibitors; TRbeta-SRC2 peptide binding, fluorescence polarization; receptor liganded with 1 µM T3; AID 1469;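 further: plate controls were bound peptide for no effect and peptide without receptor for full effect; nearly all actives have a fitted effect of over 50% in size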
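Read-out is fluorescence polarization (555 nm excitation, 632 nm emission) of a Texas Red SRC2 coactivator peptide; loss of signal reflects blocked binding to human TRb ligand-binding domain in the presence of 1 uM T3.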
TR SRC2 fluor cs: Texas Red fluorescence interference in TRb-SRC2 counter-screen; Potency, µM (doses to about 106 µM), for inactives: at the top dose fluorescence change, negative = quenching; 280,000 tested, 0.29% active; TRb/SRC2 Texas Red total fluorescence interference; active means well fitted curve in either direction with a large enough effect; inconclusive means small, poorly fitted or top-dose-only effect; further: on the % scale 0 is the no-effect control and ±100 the full control effect
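Flags fluorescent or light-absorbing compounds by total fluorescence, S + 2P, at 555 nm excitation and 632 nm emission. Mixture: 20 nM Texas Red SRC2 peptide, 0.6 uM human TRb LBD, 1 uM T3, 5% DMSO; compound exposure 5 h at ambient temperature.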
HTT ATP protect: Huntington cell model cytoprotection by ATP luminescence; PC12 HTT-Q103 induced, cytoprotection, ATP luminescence, 40 h; Potency, µM (top dose mostly 56.4 µM), inactives show cytoprotection (ATP increase), actives largely listed as activators; 230,000 tested, 0.14% active; AID 1471;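 further: % of control where 0% means no effect; nearly all actives have a fitted effect of over 45% in size; toxic huntingtin expression switched on by the ecdysone agonist tebufenozide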
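ATP quantification (ATPlite) reports survival of PC12 cells in which tebufenozide, 100 nM final, switches on Htt exon 1 with 103 glutamines linked to GFP; compounds are titrated.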
Tau FP inhib: tau fibrillization inhibition (FP); Potency, µM (series often up to 57.7 µM), without a hit: at the top dose activity, negative = inhibition, hits mostly inhibitors; AID 1468; 280,000 tested, 0.39% active; K18 P301L tau heparin fibrillization, Alexa594 FP, 6 h; P10636; further: on the % scale 0 is the no-effect control and ±100 the full control effect; nearly all actives have a fitted effect of over 55% in size
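Human tau K18 […] P301L fragment, 15 uM unlabeled plus 0.24 uM Alexa 594-labeled tau (final), with compound and 20 uM heparin in 100 mM sodium acetate pH 7; 6 hr at 37 C, then Alexa 594 FP read.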
RECQ1 inh: RECQ1 (human) helicase inhibition; Potency, µM (series often up to 57.3 µM), for inactives: at the top dose activity, negative = inhibition, actives largely listed as inhibitors; RECQ1 DNA unwinding, red fluorescence kinetic read; AID 2549; P46063; 240,000 tested, 0.54% active;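 further: plate controls were vehicle for no effect and no enzyme for full effect; nearly all actives have a fitted effect of over 30% in size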
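RECQ1T1 50 nM; forked duplex (20 bp + 30-nt ss tails) 200 nM, ATP 2 mM final; pH 8.0, 2 mM MgCl2, 2.5 ug/ml poly(dI-dC); 15 min compound preincubation; discontinuous kinetic read over 2 h at RT.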
The depositor's hits bear a star; i = inactive; ? = inconclusive; / = no result given; [ ] = remark or other dose. Unless noted, the call rests on the fitted dose curve; in most records, active means well fitted curve in the direction sought with a large enough effect; inconclusive means small, poorly fitted or top-dose-only effect, or another doubt; inactive means no such curve, though single readings can be large; an effect the other way counts as inactive or inconclusive. Potency means the concentration at half of the fitted maximal effect. The list is partial; count on the stated rates, not on these rows.

SMILES | L3MBTL1 block | Tau ThT inhib | Tau fluor counter | TRb-SRC2 inh | TR SRC2 fluor cs | HTT ATP protect | Tau FP inhib | RECQ1 inh
CCOC(=O)C1CCCN(C(=O)c2ccc3c(c2)N(Cc2cccc(Cl)c2)C(=O)c2ccccc2S3(=O)=O)C1 (configuration not stated) | / | -6% | -16% | 0% | 0% | / | -2% | /
CN(C)c1ccc(-c2nc(-c3ccccn3)no2)cc1[N+](=O)[O-] | / | 8% | -6% | 0% | 0% | / | -9% | /
O=C(C1=C[C@H](C2CCCCC2)C[C@H](OCc2ccc(CO)cc2)O1)N1CCN(Cc2ccc3c(c2)OCO3)CC1 | -28% | -14% | -12% | 4% | -1% | -7%[10 µM] | 6% | -4%
CCN(Cc1ccccc1)C(=O)CSc1nc(C)cc(C)c1C#N | 5% | -8% | -8% | -5% | -1% | 18%[10 µM] | 2% | -4%
COc1c(Cl)cc(Cl)cc1/C=C(\C#N)c1nc(-c2ccc(Cl)cc2)cs1 | / | -4% | -8% | -24%[53 µM] | ? | / | -6% | /
COc1ccc(Cn2c(=O)c3[nH]cnc3n(-c3ccc(C)cc3)c2=O)cc1 | / | / | -18% | -1% | 0% | -12%[10 µM] | 5% | -7%
C=CCn1c(-c2cccc(OCC)c2)n[nH]c1=S | 6% | ? | -12% | -1% | -1% | 8%[10 µM] | -8% | -2%
CCOc1ccc(-c2nc(SCC(=O)NCCOC)c(-c3ccc(OC)c(OC)c3)[nH]2)cc1 | / | ? | ? | 4% | -12% | / | 11% | /
CCOC(=O)CSc1nnc(CSc2nc(C)cc(C)n2)n1Cc1ccco1 | / | -13% | -2% | 2% | -4% | -21% | 5% | ?
Cc1nc(N2CCCC2)c2c(C(=O)N3CCN(c4cccc(Cl)c4)CC3)c(C)oc2n1 | / | -12% | -9% | 5% | -6% | / | 8% | /
CCC(C)c1ccc(NC(=S)NCc2cccs2)cc1 (configuration not stated) | -2% | -4% | ? | -1% | -3% | -35% | -14% | -6%
COc1ccc(C(=O)NC(=S)N(CCC(C)C)c2c(N)n(Cc3ccccc3)c(=O)[nH]c2=O)cc1 | -2% | -13% | -9% | -3% | 1% | 7%[10 µM] | -11% | -10%
CCCc1nc2ccccc2c(NC(=O)CN(CC)CC)c1CC | / | ? | -16% | 0% | -2% | -95%[inhibitor] | 8% | -11%
CCOCCn1c(SC(C)C(C)=O)nc2c1c(=O)[nH]c(=O)n2C (configuration not stated) | 0% | -2% | -7% | -4% | 0% | -6%[10 µM] | -5% | -2%
Cc1cccc(C)c1NC(=O)CCCSc1nnnn1C | 3% | -2% | -3% | -3% | -7% | -3%[10 µM] | 0% | i

Further compounds follow:
SMILES | L3MBTL1 block | Tau ThT inhib | Tau fluor counter | TRb-SRC2 inh | TR SRC2 fluor cs | HTT ATP protect | Tau FP inhib | RECQ1 inh
CC(C)(C)c1nnc(NC(=O)C2CCN(c3ncccn3)CC2)s1 | -3% | -10% | -8% | 0% | 2% | -1% | -3% | -1%
O=C(NC1CCCCC1)C(c1cccnc1)N(C(=O)c1csnn1)C1CCCC1 (configuration not stated) | 8% | 2% | 0% | -3% | -5% | 8%[10 µM] | 4% | 1%
CCC(=O)c1cn(CC(=O)NCc2ccco2)c2ccccc12 | / | -1% | -3% | -23% | 3% | 1% | 0% | i
CCC(=O)N1CCc2cc(S(=O)(=O)NC(Cc3ccccc3)C(=O)Nc3ccc(C)cc3)ccc21 (configuration not stated) | / | 5% | -20% | -1% | 1% | / | -9% | /
COc1cc(OC)nc(Oc2cc(/C=N/O)ccc2OC)n1 | / | 1% | 4% | -3% | -4% | -37% | -1% | -1%
O=C(CSc1nnc(-c2ccccc2)c(-c2ccccc2)n1)NC1CCCC1 | / | 1% | -10% | 3% | -1% | / | 3% | /
CN(C)S(=O)(=O)c1cccc(NC(=S)NC(=O)C2CCCCC2)c1 | 5% | -13% | -18% | 2% | -3% | / | 3% | -4%
COC(=O)[C@H](COC(C)(C)C)NC(=O)O[C@@H]1C(=O)c2cc(Br)ccc2O[C@H]1c1cccc(OC)c1 | / | -10% | -11% | 6% | -1% | 29% | -3% | 5%
CCNc1nc(NCC)n2c(SC(C)C(=O)c3ccc(C)cc3)nnc2n1 (configuration not stated) | -9% | -9% | -7% | -5% | ? | 27%[10 µM] | -2% | -5%
O=C(OCC(=O)N1CCc2ccccc21)c1nc(Cl)ccc1Cl | / | ? | -11% | -6% | 0% | 4% | 12% | 9%
CCN(C(=O)CCS(=O)(=O)c1cc(Br)cc2c1N(C(=O)C1CC1)CC2)c1cccc(C)c1 | / | -20% | -14% | -3% | -1% | / | 5% | /
CN(C)/C=C1/C(=O)Nc2ccccc21 | / | -7% | -7% | 8% | 2% | 2% | -5% | -18%
NC(=O)c1ccsc1NC(=O)COC(=O)/C=C/c1ccc([N+](=O)[O-])cc1 | -20% | -18% | -30% | -2% | -2% | -8%[10 µM] | 6% | -16%
CCN(C(=O)c1cn(C)c(=O)c2cc(OC)c(OC)cc12)c1cc(C)ccc1C | -5% | -5% | -6% | -14% | 2% | -27% | -6% | i
CCC(=O)N1N=C(c2ccc(NS(C)(=O)=O)cc2)CC1c1ccc(C)cc1 (configuration not stated) | / | -11% | -16% | -3% | -5% | -17% | -2% | -12%
CCOC(=O)c1c(NC(=O)COc2ccc(C(C)(C)C)cc2)sc2c1CCCC2 | / | ? | -15% | -1% | -5% | / | -15% | /
COc1cc(CN2CCN(Cc3ccc(C)cc3)C(CCO)C2)cc(OC)c1O (configuration not stated) | -2% | ? | -27% | 0% | 0% | 16%[10 µM] | -2% | i
CCOC(=O)CNC(=O)CSc1nc(-c2cccc(C)c2)ns1 | -17% | -10% | -16% | -2% | 0% | -67%[inhibitor] | -14% | i
C(=C\c1ccncc1)/c1ccncc1 | -1% | 1% | 11% | 4% | -4% | 1%[10 µM] | 9% | i
Cc1cccn2c(=O)c3cc(C(=O)NCC4CCCO4)c(=N)n(Cc4cccnc4)c3nc12 (configuration not stated) | / | -1% | -3% | -2% | -5% | -12%[10 µM] | 3% | 10%
NC(=O)CSc1ncc2c(n1)-c1ccccc1N(Cc1cccc(F)c1)S2(=O)=O | / | -4% | -18% | -2% | -1% | / | -11% | /
CC1CCCCN1CCNC(=O)c1cc2c(-c3ccccc3F)nn(C)c2s1 (configuration not stated) | / | -11% | -13% | 3% | 1% | 0% | 1% | 3%
CCOC(=O)N1CCN(CCC(=O)Nc2ccc(C)c(Br)c2)CC1 | 1% | -12% | -16% | 5% | -5% | -13% | -5% | 1%
COc1ccc(/C=C/C(=O)NCCC(=O)N2CCCN(C)CC2)cc1 | -4% | -10% | 3% | -10% | 0% | -27% | 8% | 0%
Cc1cccc(C)c1NC(=O)CCSc1nc(-c2ccc3c(c2)OCO3)cc(C(F)(F)F)n1 | / | -8% | -19% | 2% | 3% | / | -9% | /

Reformatted with two lines to a compound: part of the list above
The line under a structure holds: L3MBTL1 block	Tau ThT inhib	Tau fluor counter	TRb-SRC2 inh	TR SRC2 fluor cs	HTT ATP protect	Tau FP inhib	RECQ1 inh
C(=C\c1ccncc1)/c1ccncc1
→ -1%	1%	11%	4%	-4%	1%[10 µM]	9%	i
CCN(C(=O)CCS(=O)(=O)c1cc(Br)cc2c1N(C(=O)C1CC1)CC2)c1cccc(C)c1
→ /	-20%	-14%	-3%	-1%	/	5%	/
CCOC(=O)c1c(NC(=O)COc2ccc(C(C)(C)C)cc2)sc2c1CCCC2
→ /	?	-15%	-1%	-5%	/	-15%	/
O=C(NC1CCCCC1)C(c1cccnc1)N(C(=O)c1csnn1)C1CCCC1 (configuration not stated)
→ 8%	2%	0%	-3%	-5%	8%[10 µM]	4%	1%
CN(C)/C=C1/C(=O)Nc2ccccc21
→ /	-7%	-7%	8%	2%	2%	-5%	-18%

Profiles as entered above. Values in the order: L3MBTL1 block, Tau ThT inhib, Tau fluor counter, TRb-SRC2 inh, TR SRC2 fluor cs, HTT ATP protect, Tau FP inhib, RECQ1 inh
CCC(=O)N1N=C(c2ccc(NS(C)(=O)=O)cc2)CC1c1ccc(C)cc1 (configuration not stated) across the screens: /, -11%, -16%, -3%, -5%, -17%, -2%, -12%
COc1ccc(/C=C/C(=O)NCCC(=O)N2CCCN(C)CC2)cc1 across the screens: -4%, -10%, 3%, -10%, 0%, -27%, 8%, 0%
CN(C)S(=O)(=O)c1cccc(NC(=S)NC(=O)C2CCCCC2)c1 across the screens: 5%, -13%, -18%, 2%, -3%, /, 3%, -4%
COc1cc(CN2CCN(Cc3ccc(C)cc3)C(CCO)C2)cc(OC)c1O (configuration not stated) across the screens: -2%, ?, -27%, 0%, 0%, 16%[10 µM], -2%, i
